DNMT1 block = DNMT1 (human) enzyme inhibition | DNMT1 molecular beacon, Hinp1I cleavage, fluorescence | inhibition (reported as % activation of signal), % at 10 µM | 360,000 compounds, 0.83% hits | AID 588458; in the data active = inhibition above about 50%
Target sequence (P26358 504-1616 limits assumed): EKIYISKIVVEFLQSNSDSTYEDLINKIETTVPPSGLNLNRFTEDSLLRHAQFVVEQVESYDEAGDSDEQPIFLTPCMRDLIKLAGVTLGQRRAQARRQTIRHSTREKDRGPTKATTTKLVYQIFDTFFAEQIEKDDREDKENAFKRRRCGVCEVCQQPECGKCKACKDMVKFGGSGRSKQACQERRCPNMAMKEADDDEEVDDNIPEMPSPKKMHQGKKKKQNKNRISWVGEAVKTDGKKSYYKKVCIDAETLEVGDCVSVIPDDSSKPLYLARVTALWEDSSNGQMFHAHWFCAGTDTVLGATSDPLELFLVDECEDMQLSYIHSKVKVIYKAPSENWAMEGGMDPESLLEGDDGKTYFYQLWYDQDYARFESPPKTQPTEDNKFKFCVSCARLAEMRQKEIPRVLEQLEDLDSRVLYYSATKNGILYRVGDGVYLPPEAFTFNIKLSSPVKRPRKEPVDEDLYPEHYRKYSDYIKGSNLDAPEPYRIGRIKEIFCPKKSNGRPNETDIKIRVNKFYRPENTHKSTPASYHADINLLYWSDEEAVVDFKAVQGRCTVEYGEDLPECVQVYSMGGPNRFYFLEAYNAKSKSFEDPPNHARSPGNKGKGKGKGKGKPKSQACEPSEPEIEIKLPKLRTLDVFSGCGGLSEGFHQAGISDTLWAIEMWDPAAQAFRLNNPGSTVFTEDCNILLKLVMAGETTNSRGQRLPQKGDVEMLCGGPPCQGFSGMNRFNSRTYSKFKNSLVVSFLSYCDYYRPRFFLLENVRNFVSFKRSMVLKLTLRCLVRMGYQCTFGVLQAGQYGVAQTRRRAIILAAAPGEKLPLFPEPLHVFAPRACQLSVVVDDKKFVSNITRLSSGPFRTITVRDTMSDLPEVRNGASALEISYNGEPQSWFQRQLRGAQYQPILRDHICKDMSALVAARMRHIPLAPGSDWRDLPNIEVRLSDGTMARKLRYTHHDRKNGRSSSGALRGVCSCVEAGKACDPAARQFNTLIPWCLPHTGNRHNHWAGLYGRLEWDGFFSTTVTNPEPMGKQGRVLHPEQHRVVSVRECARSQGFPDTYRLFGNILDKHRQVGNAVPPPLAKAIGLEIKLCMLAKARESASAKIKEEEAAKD
CSN inh = inhibitors of human CSN-mediated cullin deneddylation; 360,000 compounds, 0.38% hits; Purified CSN, SCF-Nedd8-OG deneddylation, fluorescence polarization; AID 651999; inhibition, % at 12.5 µM; Q92905;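 active = pattern-corrected inhibition above about 35%, with an unprinted fluorescence ratio check between 0.5 and 1.5, limit read from the data, passing the limit was not always enough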;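 note: 0% = enzyme with substrate and 100% = substrate without enzyme; some results filed as inactive read as strong as hits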
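Material: purified human Csn5 enzyme expressed in HEK293T cells / Medium: Tris buffer pH 7.5, NaCl, DTT, Tween-20, trehalose, ovalbumin / Compound dosing: 12.5 µM single point / Schedule: 90 min incubation of compound, enzyme and substrate at room temperature / Signal: fluorescence polarization of the substrate / Control set: no-enzyme wells high, enzyme-with-substrate wells low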
Rpn11 inh = inhibitors of human proteasome Rpn11; human 26S proteasome, Ub4-pepOG fluorescence polarization; 20S core pre-blocked with epoxomicin; calls only at 20 µM; O00487; 360,000 compounds, 0.59% hits; AID 588493;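 active = inhibition at 20 µM, scaled to each plate's controls, above about 33%, limit read from the data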
MsrA inhibitor = inhibits bovine methionine sulfoxide reductase A; inhibition, % at 15.5 µM; AID 651718; purified bovine MsrA, absorbance read-out; 360,000 compounds, 0.75% hits; in the data active = inhibition above about 4.5%;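 note: 0% = vehicle wells with enzyme and 100% = reference inhibitor wells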
NadD block = NadD (S. aureus) enzyme inhibition; purified NadD enzyme, colorimetric absorbance read-out; inhibition, % at 20 µM; 360,000 compounds, 0.78% hits; AID 602399; in the data active = inhibition above about 26%; note: some compounds past the cut are filed as inactive
Scp1 inh = inhibitors of human Scp-1 phosphatase. inhibition, % at 20 µM. 340,000 compounds, 0.88% hits. Q9GZU7. AID 493091. Recombinant Scp1, phosphopeptide, malachite green phosphate absorbance;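 active = inhibition above about 50% at 20 µM, limit read from the data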;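 note: plate controls were DMSO wells with enzyme for no effect and wells lacking enzyme for full effect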
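Test system – truncated SCP-1 phosphatase (76-261aa) · Reagent – Phosphorylated 17-residue peptide substrate · Incubation – 45 min room-temperature reaction, 5 min colour, 30 min stabiliser · Detection – colorimetric phosphate reagent with accelerator and stabiliser, absorbance at 630 nm · Measure – % inhibition at 20 µM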
LMPTP inh = LMPTP (human) inhibition; P24666; recombinant LMPTP-A, OMFP fluorogenic substrate, fluorescence intensity; inhibition, % at 20 µM; 360,000 compounds, 0.22% hits;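 active = compounds that cut the enzyme signal by at least half of the control window in the single-dose screen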;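 note: plate controls were DMSO wells with enzyme plus substrate for no effect and substrate without enzyme for full effect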
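Test system – LMPTP-A enzyme · Amount – LMPTP-A at 0.625 nM final in the reaction · Buffer or medium – Bis-Tris pH 6.0, DTT, detergent · Reagent – OMFP 400 µM · Doses – single 20 µM dose · Schedule – reaction 50 min, room temperature, dark · Detection – fluorescence intensity of OMFP turnover product · Evaluation – percent inhibition versus substrate-only and uninhibited controls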
STEP block = inhibitors of human striatal-enriched phosphatase STEP; P54829; recombinant STEP, OMFP fluorogenic substrate, fluorescence; inhibition, % at 20 µM; 360,000 compounds, 0.25% hits; AID 588621;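 active = inhibition at 20 µM, scaled per plate between control wells, above about 37%, limit read from the data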;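 note: 0% = DMSO with enzyme and substrate and 100% = substrate only without enzyme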
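Assay system: isolated STEP enzyme / Timing: 20 min at room temperature, dark / Doses: 20 µM, 1% DMSO / Technique: fluorescence intensity, excitation 480 nm, emission 540 nm / Reagent: fluorogenic phosphatase substrate OMFP at 25 µM final / Measure: percent inhibition scaled to no-enzyme and uninhibited-enzyme controls, plate-pattern corrected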
TbMetRS inhib = Trypanosoma brucei MetRS inhibition; purified T. brucei MetRS, ATP depletion, Kinase-Glo luminescence; inhibition, % at 11.9 µM; 360,000 compounds, 0.4% hits; AID 624268;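 active = inhibition above a per-plate cutoff of the control wells' mean inhibition plus 3 SD, cut at about 5.5% in these data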;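 note: 0% = DMSO wells median and 100% = median of wells with control inhibitor compound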
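Assay system: T. brucei methionyl-tRNA synthetase, purified | Medium: HEPES buffer with MgCl2, KCl, DTT, spermine, BSA, pyrophosphatase | Compound: 11.9 µM single point | Incubation: 15 min enzyme-compound preincubation, 2 h reaction, 10 min detection, 25 °C | Measured by: Kinase-Glo luciferase luminescence reporting remaining unconsumed ATP | Measure: % inhibition normalized to control-well medians | Replication: Singlicate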
SUMO1 PPI mod = alters human SUMO1 binding to SIM partners. P63165. SUMO1 binding to a labelled peptide, TR-FRET, 1 h. inhibition, % at 20 µM. 360,000 compounds, 0.33% hits; in the data active = inhibition above about 37%
Starred values were filed as active, the others as inactive; i = inactive; · = no result given.

Molecule | DNMT1 block | CSN inh | Rpn11 inh | MsrA inhibitor | NadD block | Scp1 inh | LMPTP inh | STEP block | TbMetRS inhib | SUMO1 PPI mod
COc1ccc(NS(=O)(=O)c2cc(NC(=O)CCc3ccc(OC)c(OC)c3)ccc2N2CCOCC2)cc1 | -11 | -6 | i | 0.7 | -6 | -3 | 0.4 | 3 | 0.7 | 3
CN(c1ccc(O)cc1)c1nc(-c2cccs2)cs1 | -15 | -1 | i | 0.2 | -3 | -4 | 1.0 | 0 | -0.5 | -18
Cc1ccc(N(CC(=O)NC2CCCCC2)C(=O)CNC(=O)c2ccco2)cc1C | -3 | -2 | i | 0.3 | 6 | -5 | -2.0 | -3 | 0.0 | 0
O=C(c1cc([N+](=O)[O-])ccc1N1CCCCC1)N1CCc2ccccc21 | -1 | 4 | i | 0.9 | -8 | -15 | 2.9 | 2 | 0.3 | -16
O=C(Nc1ccc(Cl)c(C(F)(F)F)c1)N1CCCC(O)C1 (configuration not stated) | -4 | 0 | i | -0.7 | 4 | -3 | -1.2 | -1 | 1.9 | -1
COc1ccc(C(=O)NC2CC2)cc1OC1CCN(C(C)CSC)CC1 (configuration not stated) | 2 | 3 | i | -0.7 | 0 | -5 | -0.1 | -4 | -0.1 | 0
Cc1ccc(C2=Nc3ccccc3N=C(C(Cl)Cl)C2)cc1 | -7 | 10 | i | 2.0 | 10 | 1 | -1.1 | -1 | -1.6 | -13
Cc1[nH]c2ccccc2c1C=NNC(=O)c1cc(-c2cccnc2)nc2ccccc12 | -20 | 8 | i | 2.6 | 13 | -5 | 2.0 | 1 | -0.4 | -2
CC(=O)c1cc(C#N)c(SCc2ccc([N+](=O)[O-])cc2)nc1C | 0 | 1 | i | 0.7 | 15 | -2 | 0.2 | 1 | -0.3 | -9
COc1ccc(CN(C)C[C@H]2OCCCC[C@H](C)Oc3ccc(NC(=O)CCC(F)(F)F)cc3C(=O)N([C@@H](C)CO)C[C@@H]2C)cc1 | 5 | -2 | i | 0.2 | -2 | · | 1.9 | 1 | -2.4 | 2
Cc1ccc(NC(=O)c2ccc3[nH]c(=O)c(=O)[nH]c3c2)nc1 | -1 | 2 | i | 0.7 | 0 | -7 | -0.1 | -2 | -0.5 | 5
Cc1nn(CC(=O)N2CC(=O)Nc3ccccc32)c(C)c1[N+](=O)[O-] | 5 | -5 | i | 0.5 | 1 | -4 | -0.1 | 0 | 0.3 | 1
COc1cc(OC)c(C2SCCN2S(=O)(=O)c2ccc(F)cc2)cc1OC (configuration not stated) | 1 | -3 | i | 0.7 | -2 | -5 | 0.6 | 1 | -0.3 | 1
O=C(NC1CCCC1)C(c1cccs1)N(CC1CCCO1)C(=O)Cc1cccs1 (configuration not stated) | 1 | -1 | i | -1.4 | 4 | 2 | -1.5 | 2 | -1.2 | -2
CCS(=O)(=O)N1Cc2ccccc2CC1C(=O)Nc1ccc(F)c(F)c1 (configuration not stated) | -2 | -2 | i | -0.6 | 5 | -8 | -1.0 | 0 | -0.2 | 2
COc1ccc(CNC(=O)COC(=O)c2ccc(Br)cc2)cc1 | 4 | -2 | i | 0.6 | -3 | 5 | -0.7 | 1 | -1.0 | 3
COC(=O)c1cc2occc2n1CC(=O)Nc1cc(OC)cc(OC)c1 | 4 | 3 | i | -0.9 | -2 | -4 | 0.4 | -1 | -2.0 | -4
CCCN(CC(=O)Nc1ccc(Cl)cc1Cl)C(=O)/C=C/c1ccco1 | -1 | -4 | i | 0.8 | -6 | -6 | -1.1 | 2 | -0.8 | -3
CCOc1cccc(=O)c2c(C)oc(C)c12 | 6 | -5 | i | -0.1 | 2 | 3 | -1.6 | -1 | -1.2 | -4
Cn1c(Cn2cnc3ccccc32)nc2ccccc21 | 2 | 5 | i | -0.3 | 2 | 25 | 0.4 | -1 | 0.3 | -2
O=C(CCN1C(=O)c2ccccc2C1=O)Nc1cccc(S(=O)(=O)N2CCCCC2)c1 | -5 | 4 | i | -0.9 | 5 | -9 | 0.9 | 0 | 0.0 | -4
Cc1nc2ccc([N+](=O)[O-])cc2c(=O)n1Cc1ccccc1Br | -31 | 3 | i | -0.5 | 11 | -5 | 1.3 | 2 | 0.3 | -37
O=C(/C=C/c1ccc(Cl)c(Cl)c1)NCCCn1ccnc1 | -6 | 0 | i | -0.2 | -7 | -9 | -4.2 | -1 | 0.1 | -14
C[C@@H](NC(=O)CN1C(=O)c2ccccc2S1(=O)=O)c1ccccc1 | 1 | -3 | i | 1.1 | -1 | -2 | -1.6 | -4 | 0.3 | 0
S=C(NCCCc1ccccc1)NCc1ccccc1 | 1 | -6 | i | 0.2 | 0 | 12 | -0.2 | 0 | -0.1 | -6
Cc1ccc(N=Cc2c(O)c3ccccc3oc2=O)cc1F | -1 | 4 | i | 1.2 | -1 | -11 | -0.5 | 1 | 0.9 | 2
O=C(CSc1nc2ccc(NC(=O)C3CCCCC3)cc2s1)NCC1CCCO1 (configuration not stated) | 1 | -13 | i | -0.8 | 0 | 15 | 0.0 | 0 | -1.3 | 2
Cc1ccc2nc(Cl)nc(-c3ccccc3)c2c1 | -1 | -2 | i | 0.9 | -1 | -5 | -0.4 | 0 | -0.1 | -14
COc1cccc(NC(=O)N2C3CCCC2CC(NC(=O)C(C)(C)C)C3)c1 (configuration not stated) | -1 | 4 | i | -0.5 | 0 | -4 | 1.0 | 9 | 2.4 | 9
Cc1ccc(C)c(OCC(=O)Nc2nc3ccc([N+](=O)[O-])cc3s2)c1 | -1 | 0 | i | -1.6 | -5 | -7 | -1.3 | -1 | -0.6 | -2
Cc1noc(C)c1C(=O)N1CCc2ccccc21 | 1 | -4 | i | 0.8 | -3 | -2 | -0.4 | 1 | -0.5 | 2
COc1ccccc1NC(=O)Cn1nnc(C(=O)NCc2cccs2)c1N | 0 | 1 | i | -1.1 | -4 | 23 | 0.4 | -3 | 0.7 | -2
O=C(CC(=O)c1ccccc1)Nc1ccc([N+](=O)[O-])cc1 | -1 | 2 | i | 4.3 | 0 | -15 | 0.0 | 2 | 0.0 | -21
COc1nccnc1NS(=O)(=O)c1ccc(NC(=O)c2cccc(C)c2)cc1 | 4 | 2 | i | 0.9 | -7 | -3 | -2.4 | -6 | -0.8 | 1
CCCCCCNS(=O)(=O)c1ccccc1Br | -3 | 2 | i | -0.4 | -6 | -1 | 0.5 | 1 | -0.3 | -2
O=C(Cc1cccs1)N1CCN(S(=O)(=O)c2ccc(Br)cc2)CC1 | 4 | 0 | i | -2.3 | -4 | -8 | -2.1 | -2 | 0.0 | 3
CCCCC1(Cc2ccc(OC)c([N+](=O)[O-])c2)C(=O)N(c2ccccc2)N(c2ccccc2)C1=O | 3 | -2 | i | 1.2 | -4 | -12 | -0.7 | 0 | -2.9 | -1
O=C(O)CCCN1C(=O)/C(=C/c2cn(-c3ccccc3)nc2-c2cccs2)SC1=S | 11 | 31 | i | 0.9 | 34* | 8 | 24 | 6 | 0.4 | 11
COc1cc2c(cc1OC)CN(C(=O)c1ccco1)CC2 | -1 | 0 | i | 3.5 | -4 | 6 | 2.0 | -1 | -1.0 | -1
COc1ccc(NS(=O)(=O)c2ccc(N3CCCC3)c(NC(=S)Nc3ccc(SC(F)F)cc3)c2)cc1 | -14 | -1 | i | 1.9 | 18 | -14 | 9.5 | 18 | -0.9 | -4

Compound profiles, as listed above. Order of values: DNMT1 block | CSN inh | Rpn11 inh | MsrA inhibitor | NadD block | Scp1 inh | LMPTP inh | STEP block | TbMetRS inhib | SUMO1 PPI mod
Cc1nc2ccc([N+](=O)[O-])cc2c(=O)n1Cc1ccccc1Br in the list: -31 | 3 | i | -0.5 | 11 | -5 | 1.3 | 2 | 0.3 | -37
CCCCCCNS(=O)(=O)c1ccccc1Br in the list: -3 | 2 | i | -0.4 | -6 | -1 | 0.5 | 1 | -0.3 | -2
COc1ccc(NS(=O)(=O)c2ccc(N3CCCC3)c(NC(=S)Nc3ccc(SC(F)F)cc3)c2)cc1 in the list: -14 | -1 | i | 1.9 | 18 | -14 | 9.5 | 18 | -0.9 | -4
Cc1ccc2nc(Cl)nc(-c3ccccc3)c2c1 in the list: -1 | -2 | i | 0.9 | -1 | -5 | -0.4 | 0 | -0.1 | -14

More structures:
molecule	DNMT1 block	CSN inh	Rpn11 inh	MsrA inhibitor	NadD block	Scp1 inh	LMPTP inh	STEP block	TbMetRS inhib	SUMO1 PPI mod
CCc1ccc(S(=O)(=O)c2ccc(-n3nc(C)cc3N)cc2)cc1	1	-2	i	-1.0	-6	-6	0.2	-2	0.1	2
CCN1CCN(c2cc(C)c3cc(NC(=O)c4ccncc4)ccc3n2)CC1	-2	6	i	2.8	-4	-7	0.3	-2	-0.3	-8
COc1ccc(C(C)=O)cc1COc1ccc([N+](=O)[O-])c(C)c1	-1	-3	i	-0.9	-10	-13	1.5	-2	-0.5	-10
C=CCn1c(SCC(C)=O)nnc1-c1cc(-c2ccccc2)sc1N	-13	2	i	0.6	11	0	1.6	4	-1.2	-13
COC(=O)c1cc(S(=O)(=O)Nc2cc(OC)cc(OC)c2)c[nH]1	-3	-1	i	0.8	5	-1	0.0	0	0.2	3
CCc1ccc2oc(=O)cc(CN3CCCCC3)c2c1	0	0	i	1.7	-4	4	-1.6	4	-0.9	1
O=C(CSc1nnc(CN2CCOCC2)n1-c1ccc(Cl)cc1)N1CCc2ccccc21	1	4	i	0.5	-4	-8	-0.7	-7	-0.3	2
COc1ccccc1O	0	-1	i	-0.1	3	24	-0.9	-2	-0.1	29
COc1cccc(NC(=O)[C@H](CC(C)C)NC(=O)[C@@H]2Cc3ccccc3CN2)c1	2	0	i	-0.6	-3	2	-0.3	-2	-1.4	-4
COc1cc(OC)c(OC)cc1CN1CCN(Cc2ccco2)CC1	1	4	i	-0.4	5	-3	-2.1	0	-0.8	4
Cc1cccc(C(=O)NNC2=CC(=O)CC(C)(C)C2)c1O	-1	3	i	1.2	-4	-8	-0.7	-2	-0.9	0
CC1CCc2[nH]c3ccc(C(=O)N(C)CC(=O)Nc4cccc(F)c4)cc3c2C1 (configuration not stated)	-2	1	i	0.0	5	-5	0.9	3	-0.3	2
Cc1ccc2nc(N/C(=N/S(=O)(=O)c3ccc(F)cc3)c3ccccc3)sc2c1	-2	-1	i	1.1	8	-3	2.4	2	0.1	2

Assay outcomes: PubChem, several laboratories

Compounds were not picked by outcome, and some 3.9% of all compounds hit somewhere here.
